EWS-Fli inh: inhibitors of EWS/Fli oncoprotein transcriptional activity; inhibition, % at 12.6 µM; A673 NR0B1-luciferase reporter, viability-normalised; 0.67% of 350,000 active;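 active means mean inhibition of at least 50% after viability correction, with every replicate also passing that limit; inconclusive means mean reaches 50% but only one of two replicates passes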;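 further: firefly luciferase signal divided by Alamar Blue viability fluorescence both relative to DMSO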
ARNT TACC3 PPI: ARNT/TACC3 interaction disruption | Q9Y6A5 | AlphaScreen His-ARNT PAS-B/GST-TACC3 binding, luminescence; TACC3 fragment carries E629A point mutation | inhibition, % at 9.99 µM | 0.66% of 390,000 active;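 active means mean inhibition of replicates at least 50% and at least half of replicates each reaching 50%; inconclusive means half or more replicates reach 50% but mean below 50%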;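 further: 0% = complete ARNT plus TACC3 wells and 100% = ARNT alone without TACC3; many hits fall short of the cut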
LGR2 antag: inhibitors of bursicon-induced Drosophila LGR2 receptor cAMP signaling | HEK293 LGR2, CRE-luciferase, bursicon-stimulated, 4 h | inhibition, % at 9.99 µM | 0.35% of 380,000 active;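 active means drop in luminescence signal, shown as inhibition above about 50% in the replicate tests, limit read from the data, passing the limit was not always enough; inconclusive means probably only some replicates passing the limit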;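 further: agonist challenge used bursicon conditioned medium at about half maximal strength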
PAX8 reporter: PAX8 transcriptional activity inhibition; RMG-I TPO-luciferase reporter, SteadyGlo, 24 h; inhibition, % at 12.6 µM; 1.2% of 360,000 active;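 active means mean replicate inhibition at least 60% with every replicate also reaching 60%; inconclusive means only one of the two criteria is met; inactive means mean below 60% and not all replicates reaching 60%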;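 further: luciferase light reporting Pax8 driven TPO promoter activity; plate controls were median of neutral control wells for no effect and mitoxantrone controls for full effect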
DENV2 CPE rescue: protects cells from dengue virus 2 cytopathic effect; 1.7% of 350,000 active; DENV2-infected cells, cytopathic effect rescue, plate reader; AID 651640; CPE inhibition, % at 9.99 µM; in the data active means CPE inhibition above about 20%, passing the limit was not always enough; inconclusive means no clear call, values can overlap the other calls; tested in BHK-21 cells;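 further: 0% = median of neutral control wells and 100% = median of positive control wells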
SIRT5 block: sirtuin-5 (human) deacylase inhibition; Purified SirT5, succinyl-peptide AMC, trypsin-coupled fluorescence; inhibition, % at 15 µM; 1.1% of 330,000 active; AID 652115; in the data active means inhibition above about 15%; inconclusive means no clear call, values can overlap the other calls
Target sequence (Q9NXA8 whole entry, looked up): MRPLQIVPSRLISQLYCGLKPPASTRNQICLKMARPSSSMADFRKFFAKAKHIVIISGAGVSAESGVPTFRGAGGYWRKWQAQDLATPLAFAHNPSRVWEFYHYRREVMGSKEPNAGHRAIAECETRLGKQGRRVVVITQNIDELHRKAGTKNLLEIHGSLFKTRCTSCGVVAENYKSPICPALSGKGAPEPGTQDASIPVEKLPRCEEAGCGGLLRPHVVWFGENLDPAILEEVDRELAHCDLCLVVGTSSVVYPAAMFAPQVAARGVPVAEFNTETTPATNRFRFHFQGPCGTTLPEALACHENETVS
CASP6 VEID inh: inhibitors of human caspase-6; P55212; purified caspase-6, Z-VEID-R110 cleavage fluorescence; inhibition, % at 12.5 µM; 0.53% of 350,000 active;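 active means mean inhibition across replicates at least about 35%, with every replicate also reaching that limit, limit read from the data; inconclusive means only one of the two criteria met; inactive means neither criterion met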;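 further: 0% = median of neutral control wells and 100% = no fluorescence left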
Target sequence (P55212 24-179 limits assumed): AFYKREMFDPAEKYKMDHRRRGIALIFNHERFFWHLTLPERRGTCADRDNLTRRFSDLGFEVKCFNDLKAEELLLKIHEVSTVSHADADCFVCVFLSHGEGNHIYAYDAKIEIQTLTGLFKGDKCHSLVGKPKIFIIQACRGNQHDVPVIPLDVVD
Target sequence (P55212 194-293 limits assumed): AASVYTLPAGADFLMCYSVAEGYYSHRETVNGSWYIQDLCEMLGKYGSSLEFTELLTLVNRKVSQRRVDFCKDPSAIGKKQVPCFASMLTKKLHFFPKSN
Starred values were filed as active, the others as inactive; ? = inconclusive; . = not tested or not shown; & = joins results of further samples.

SMILES	EWS-Fli inh	ARNT TACC3 PPI	LGR2 antag	PAX8 reporter	DENV2 CPE rescue	SIRT5 block	CASP6 VEID inh
COc1ccc(N2C(=O)C3C(c4ccc(OC)cc4O)NC(Cc4ccccc4)(C(=O)O)C3C2=O)cc1 (centres undefined)	0	-2	11	20	0	0	5
COc1ccc(C(=O)c2c3ccc(C(F)(F)F)cc3[n+]([O-])n2CCCC(N)=O)cc1	5	8	.	9	0	-1	-2
O=S1(=O)CC(N2CCN(c3ccccn3)CC2)CN1Cc1ccccc1 (centres undefined)	-10	.	-10	-15	-4	-8	-7
Cc1nn(C)c2ncc(C(N)=O)c(Oc3ccc(Cl)cc3)c12	-1	.	-6	3	0	-2	-1
COc1ccc(N(C)C(=O)C2CCN(S(=O)(=O)c3cccc4nsnc34)CC2)cc1	-2	-2	0	50	11	-4	1
Cc1ccc(Cn2nc(C)c(C(=O)NCC(c3cccs3)N3CCOCC3)c2Cl)cc1 (centres undefined)	9	.	-10	15	1	1	-135
C[C@@H]1CN([C@H](C)CO)C(=O)c2cc(NC(=O)CCN3CCOCC3)ccc2O[C@@H]1CN(C)Cc1ccc(C(=O)Nc2ccccc2N)cc1	19	-6	2	.	-6	3	-11
O=C(CSc1ncn[nH]1)Nc1nsc(-c2ccccc2)n1	-19	1	-7	-28	-1	7	-3
CCC(=O)N1CC2(CN(Cc3ccc(Cl)cc3)C2)c2c([nH]c3cc(OC)ccc23)[C@H]1CO	2	.	11	.	-8	.	.
CC(=O)CSc1nc2c(c(=O)[nH]c(=O)n2C)n1Cc1ccccc1Cl	4	-3	-4	-6	-2	-1	1
O=C(Cc1ccc(S(=O)(=O)N2CCOCC2)s1)N1CCN(c2ccc(C(F)(F)F)cc2[N+](=O)[O-])CC1	20	-3	0	20	?	-5	-1
COc1cc(CNCc2ccccc2)c(Br)cc1OC1CCCC1	6	2	1	32	-5	1	-3
COC(=O)C[C@@H]1C[C@@H]2c3cc(NS(=O)(=O)c4cccc(OC)c4)ccc3O[C@@H]2[C@@H](CO)O1	-1	-10	-2	2	7	-7	-1
COC(=O)c1cc([N+](=O)[O-])c(C)c(C)n1	8	.	-26	13	-5	.	-2
COc1cccc(-c2cnc(C(O)c3ccc(F)c(C)c3)[nH]2)c1 (centres undefined)	-19	.	1	-31	-7	-4	2
COc1ccccc1NC(=O)N1CCN(CCc2ccccc2)CC1	1	-4	-10	17	?	-3	-1
Cc1ncc(CN2CCC(n3nccc3NC(=O)c3ccccc3)CC2)s1	1	3	-16	5	11	1	-3
CC(=O)Nc1nc(=O)c2ccccc2s1	7	0	0	.	-5	-1	-2
Nc1nc2ncccc2cc1C(=O)NCCc1cccs1	-30	.	-14	-33	?	-12	-1
CSc1ncccc1C(=O)Nc1ccc2c(c1)OCCO2	-6	-1	-6	-38	1	.	-1
CCN(C(=O)CN1C(=O)S/C(=C\c2ccccc2Cl)C1=O)C1CCS(=O)(=O)C1 (centres undefined)	-3	.	31	24	-9	-1	-1
COc1ccccc1C(=O)Nc1ccc2c(C)cc(=O)oc2c1	-123	-11	-74	-146	1	-8	0
COc1cccc(-c2nnc(-c3ccccc3NC(=O)c3ccc(C(C)(C)C)cc3)o2)c1	-19	6	-1	-5	6	-3	-1
N#Cc1ccc(COC(=O)c2ccc3c(c2)OCO3)cc1	4	-6	-8	5	-3	-2	5
Cc1cc2cc(CNC(=O)NC3CCCCC3)ccc2n1C	-10	2	-4	10	18	-6	1
C=C(C)C(=O)Nc1ccc2c(c1)OCCOCCOCCO2	1	-2	23	-4	?	-2	53*
CCOc1ccc(S(=O)(=O)NCCC(=O)NCc2ccccn2)cc1	7	28	31	.	-4	0	-2
CCCC#Cc1cnc2c(c1)C(=O)N([C@@H](C)CO)C[C@@H](C)[C@@H](CN(C)C(=O)c1ccc(F)cc1)O2	3	4	9	.	0	1	0
CN(C)C(=O)CCc1ccc2c3c([nH]c2c1)[C@]1(CCC2CCCC2)[C@@H](C(=O)N2CCOCC2)C[C@H](CC(=O)NCc2cccc(C(F)(F)F)c2)C(=O)N1CC3	7	-7	8	39	7	2	1
CCc1nc2c(OCc3ccc4c(c3)OCO4)cccn2c1N(C=O)Cc1ccccc1	-6	.	-9	-5	0	-1	1
Cc1nc(NC(=O)c2cc3ccccc3o2)sc1C	-46	-3	-16	20	-5	-5	5
CN(CC(=O)Nc1ccccc1Br)C(=O)c1ccccc1-c1nc2ccccc2s1	-4	-25	3	-9	?	1	0
C[C@@H]1CN([C@H](C)CO)C(=O)Cc2cc(NC(=O)Cc3ccccc3)ccc2O[C@@H]1CN(C)CC1CC1	-1	-2	9	11	1	-1	-3
COc1ccc2c3c(n(C)c2c1)[C@H](CO)N(C(=O)Nc1ccc(F)cc1)CC31CN(C(=O)NC2CCCC2)C1	-10	.	-12	.	12	2	2
CCc1ccc(-c2ccc(SCC(=O)NCC3CCCO3)nn2)cc1 (centres undefined)	-37	-10	1	-67	-3	0	1
CC(NC(N)=O)C(=O)NCC(=O)OCc1ccccc1 (centres undefined)	7	-6	21	4	6	-3	4
C[C@@H]1CN([C@@H](C)CO)C(=O)Cc2cc(NS(=O)(=O)c3ccc(F)cc3)ccc2O[C@@H]1CN(C)S(=O)(=O)c1ccccc1	5	5	12	.	9	0	3
COc1cccc(-c2nnc(SCC(=O)N3CC(C)CC(C)C3)o2)c1 (centres undefined)	7	.	-2	-2	-7	2	1
Cc1cccc(NC(=O)c2ccc(-c3ccccc3[N+](=O)[O-])o2)c1	-29	1	-9	-29	8	1	0
CC(C)NC(=O)Nc1ccc2c(c1)C(=O)N([C@H](C)CO)C[C@H](C)[C@H](CN(C)S(=O)(=O)c1ccc(Cl)cc1)O2	1	-9	-3	7	12	-2	2
COc1ccccc1NC(=O)N1CCN(c2ccccn2)CC1	-5	1	-2	-17	31*	-3	-2
Cc1ncc(S(=O)(=O)c2ccc(Cl)cc2)c(N)n1	2	1	.	4	-1	-1	-1
Cc1c(C(=O)O)cnc2cc(-c3ccc(Cl)cc3)nn12	-33	-2	0	-5	-1	-1	4
OC(C#CCN1CCCC1)(c1ccccc1)c1cccc(F)c1 (centres undefined)	.	-20	-9	16	.	.	.
CC(C)C#Cc1ccc2c(c1)O[C@H](CN(C)S(=O)(=O)c1cn(C)cn1)[C@H](C)CN([C@@H](C)CO)S2(=O)=O	-2	-3	0	-10	-1	-5	-5
COc1cccc(CNn2cn[nH]c2=S)c1OCc1ccccc1	-3	-1	-1	-12	-1	-5	-1
C[C@H]1CN([C@@H](C)CO)C(=O)c2cc(NS(=O)(=O)c3ccccc3)ccc2O[C@@H]1CN(C)Cc1ccccc1	5	5	6	7	-1	-5	-2
CCC(C)NC(=O)c1ccc(C2SCC(=O)N2Cc2ccccc2)cc1 (centres undefined)	-3	-5	7	7	-2	7	-2
CCCCN(C)CCCNC(=O)c1cc(Nc2ccc(OC)c(OC)c2)nc2ccccc12	-6	10	3	4	5	0	5
C[C@H](CO)N1C[C@H](C)[C@@H](CN(C)C)Oc2c(NC(=O)CCCCCC(=O)Nc3ccccc3N)cccc2C1=O	-9	4	-26&-22	26	9	1	-2
C[C@@H]1CN([C@@H](C)CO)C(=O)c2cc(C3=CCCCC3)cnc2O[C@@H]1CN(C)C(=O)c1ccccc1	-4	-11	-17	.	7	-1	-1
CCc1nc2ccc(C(=O)NCCCN3CCCC3=O)cn2c1N(CC)CCOC	-5	.	-5	-18	-1	-4	-2
Cc1cc(=O)oc(C)c1C(=O)NNC(=O)C1(C)CC1Br (centres undefined)	-2	.	10	4	7	1	-1
Cc1noc(C)c1NC(=O)Nc1cccc2c1O[C@@H](CN(C)Cc1ccc(C(=O)Nc3ccccc3N)cc1)[C@@H](C)CN([C@@H](C)CO)C2=O	-2	.	-24	-15	-4	4	1
CCc1ccc(NC(=O)N2CCN(c3ccccc3)CC2)cc1	-31	-4	7	-19	-7	-2	6
CCCn1c(N)c(N(CCOC)C(=O)c2ccccc2F)c(=O)[nH]c1=O	-2	-11	4	-4	1	-2	-3
Cc1noc(C)c1NC(=O)N(C)C[C@@H]1Oc2cc(C#CCC3CCCC3)ccc2S(=O)(=O)N([C@H](C)CO)C[C@@H]1C	2	2	0	27	2	8	3
O=C(O)c1cc2c(o1)CCC/C2=N\O	2	-10	-5	.	4	-2	1
COCc1cn(CC[C@@H]2CC[C@@H](NC(=O)c3ccncc3)[C@@H](CO)O2)nn1	6	1	10	-8	-1	-3	0
O=C(NCc1ccccc1)C1Nc2ccc(OC(F)(F)F)cc2C2C=CCC12 (centres undefined)	7	.	-12	12	.	.	.

(next part)
SMILES	EWS-Fli inh	ARNT TACC3 PPI	LGR2 antag	PAX8 reporter	DENV2 CPE rescue	SIRT5 block	CASP6 VEID inh
Cc1ccc(S(=O)(=O)Nc2ccc3c(c2)CC(=O)N([C@@H](C)CO)C[C@H](C)[C@@H](CN(C)S(C)(=O)=O)O3)cc1	-2	-6	-19	-16	4	3	-3
O=C(C[C@H]1CC[C@H](NC(=O)CCN2CCCCC2)[C@@H](CO)O1)NCc1ccc(Cl)c(Cl)c1	-3	-4	-7	-2	?	-2	-6
C[C@@H]1CCCCO[C@@H](CN(C)S(C)(=O)=O)[C@@H](C)CN([C@H](C)CO)C(=O)c2cc(NC(=O)c3ccncc3)ccc2O1	.	-2	-4	-9	0	3	3
O=C(Nc1ccccc1)Nc1sccc1-c1nc2ccccc2s1	-34	-4	-2	2	-10	-3	-3
O=C(C1CCCC1)N1[C@@H](CO)[C@@H]2c3ccccc3N(S(=O)(=O)c3ccccc3)C[C@@H]21	16	-7	-21	-8	16	-3	0
Cc1ccc(CNC(=O)COc2ccccc2-c2ccccc2)cc1	.	-2	-8	11	.	.	.
Cc1ccc(CC(=O)N(C)CC(=O)N(CC(C)C)c2c(N)n(CC(C)C)c(=O)[nH]c2=O)cc1C	3	1	18	-10	-3	-1	2
Cc1ccc(NC(=S)N/N=C2\CC(C)(C)Oc3ccc(O)cc32)cc1	14	8	0	18	8	-6	0
O=C(COC(=O)Cc1ccsc1)Nc1ccc(Br)cc1F	0	.	6	-5	4	2	0
COc1ccc(N2CCN(c3oc(-c4ccccc4OC)nc3C#N)CC2)cc1	1	2	-5	.	6	-2	4
O=C(NCc1ccc(Cl)cc1)c1ccc(CSc2nc3ccncc3[nH]2)cc1	-3	3	-6	-34	-1	-3	-1
CCCCN(CC)C(=O)c1ccc(-c2ccccc2)cc1	5	-3	.	-5	-1	-2	0

Some of the entries above in a different format:
Under each structure – EWS-Fli inh | ARNT TACC3 PPI | LGR2 antag | PAX8 reporter | DENV2 CPE rescue | SIRT5 block | CASP6 VEID inh
> Cc1ccc(NC(=S)N/N=C2\CC(C)(C)Oc3ccc(O)cc32)cc1
 : 14 | 8 | 0 | 18 | 8 | -6 | 0
> O=C(Nc1ccccc1)Nc1sccc1-c1nc2ccccc2s1
 : -34 | -4 | -2 | 2 | -10 | -3 | -3

(further entries)
SMILES	EWS-Fli inh	ARNT TACC3 PPI	LGR2 antag	PAX8 reporter	DENV2 CPE rescue	SIRT5 block	CASP6 VEID inh
CCn1c(=O)c2ccccc2n(Cc2ccccc2C)c1=O	6	-45	7	1	-3	-5	-4
CCc1nnc(NC(=O)CCC(=O)NCCc2ccc(OC)c(OC)c2)s1	.	2	-26	-18	.	.	.
CCN1C(=O)N[C@@H](c2ccccc2)[C@H](C(C)=O)[C@H]1C	-10	-1	9	-1	-2	.	2
N#C[C@@H]1[C@@H](c2ccccc2-c2ccc(F)cc2)[C@H](CO)N1c1ncc(-c2ccccc2)s1	-12	.	-2	5	76*	4	-3
Cc1nn(CC(=O)NCCCN2CCCC2=O)c(C)c1[N+](=O)[O-]	-3	.	-9	9	11	.	7
C[C@H]1CCCCO[C@H](CN(C)C(=O)C2CCCCC2)[C@@H](C)CN([C@@H](C)CO)C(=O)c2cc(NC(=O)c3ccccc3)ccc2O1	-1	1	5	.	0	-1	-1

Pulled by structure from above:
SMILES	EWS-Fli inh	ARNT TACC3 PPI	LGR2 antag	PAX8 reporter	DENV2 CPE rescue	SIRT5 block	CASP6 VEID inh
CCn1c(=O)c2ccccc2n(Cc2ccccc2C)c1=O	6	-45	7	1	-3	-5	-4
C[C@H]1CCCCO[C@H](CN(C)C(=O)C2CCCCC2)[C@@H](C)CN([C@@H](C)CO)C(=O)c2cc(NC(=O)c3ccccc3)ccc2O1	-1	1	5	.	0	-1	-1

Assay outcomes: PubChem BioAssay, Broad Institute
